miR-122 sensor: inhibitors of miR-122 in Huh7 cells; activation (reporter increase), % at 12.5 µM; 340,000 compounds, 0.3% hits; Huh7 miR-122 Renilla luciferase sensor, 48 h; neutral wells = 0, positive control = 100;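 active means mean replicate activation score at least 90 and every replicate individually at or above 90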;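 further: higher luciferase means less miR-122 activity so hits act as miR-122 inhibitors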
PGC1a acetyl inh: lowers PGC1a acetylation signal in U2OS cells. AlphaScreen anti-acetyl-lysine; with virally co-expressed GCN5 acetyltransferase. inhibition, % at 15.6 µM. AID 651687. 350,000 compounds, 0.17% hits;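 active means every replicate shows inhibition of at least 40%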;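 further: 0% = neutral control wells and 100% = positive control wells; some results beyond the cut were filed as inactive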
ERAP1 HTS inh: ERAP1 (human) enzyme inhibition; 340,000 compounds, 0.15% hits; Q9NZ08; recombinant ERAP1, Leu-AMC fluorescence, 60 min; inhibition, % at 10.7 µM;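 active means mean replicate inhibition of at least 30%, or all replicates individually reaching that 30% level; inactive means mean below 30% and not every replicate reaching it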;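 further: 0% = neutral control wells and 100% = L-leucinethiol positive control wells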
RAD54 inh: RAD54 (human) branch migration inhibition | AID 602329 | Q92698 | 360,000 compounds, 0.14% hits | RAD54 Holliday junction branch migration, FAM/BHQ fluorescence | inhibition, % at 10.4 µM;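 active means mean normalized replicate activity at least 40 and at least half of replicates scoring 40 or more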;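 further: 0% = median of neutral control wells and 100% = median of positive control wells; inhibitors cause a drop in the FAM fluorescence signal; in these data hits start at about 50%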
Cneo AK release: causes C. neoformans cell lysis. adenylate kinase release luminescence, 4 h; normalised: neutral wells 0, clomiphene wells 100. 360,000 compounds, 0.2% hits. lysis activity, % at 15 µM;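 active means mean lysis activity across replicates of at least 80%, whatever share of replicates individually reach that level; inactive means mean lysis activity below 80%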
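Assay system: Cryptococcus neoformans yeast cells / Dosing: single-point compound dose / Timing: 4 h at 37 °C static, read 1 h later / Measured by: luminescence of released adenylate kinase using an AK detection reagent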
PglD inh: blocks C. jejuni PglD acetyltransferase activity; purified PglD enzyme, DTNB colorimetric CoA detection; inhibition, % at 12.5 µM; 360,000 compounds, 0.098% hits; AID 602405; in the data active means inhibition above about 16%, passing the limit was not always enough; further: strong numbers were not always called active
RAD52 inh: RAD52 (human) annealing inhibition; P43351; recombinant RAD52 DNA annealing, FRET fluorescence; inhibition, % at 18.7 µM; 360,000 compounds, 0.46% hits; AID 651710;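 active means every replicate showing at least 50% inhibition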
Target sequence (P43351 whole entry, looked up): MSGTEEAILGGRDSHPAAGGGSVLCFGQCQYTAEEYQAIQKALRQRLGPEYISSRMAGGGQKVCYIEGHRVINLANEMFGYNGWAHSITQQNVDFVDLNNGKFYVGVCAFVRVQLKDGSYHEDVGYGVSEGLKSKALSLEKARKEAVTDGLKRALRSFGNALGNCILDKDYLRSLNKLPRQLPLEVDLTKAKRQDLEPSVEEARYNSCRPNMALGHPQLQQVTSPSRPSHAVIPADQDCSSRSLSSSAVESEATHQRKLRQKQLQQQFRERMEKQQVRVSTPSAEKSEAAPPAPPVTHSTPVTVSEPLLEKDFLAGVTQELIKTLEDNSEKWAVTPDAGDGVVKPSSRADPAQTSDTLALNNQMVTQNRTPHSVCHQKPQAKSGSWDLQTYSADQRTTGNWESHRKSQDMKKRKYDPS
E-sel inducer: induces E-selectin expression in human endothelial cells; 260,000 compounds, 0.37% hits; HUVEC E-selectin immunofluorescence imaging; normalized: neutral wells 0, TNF-alpha wells 100; P16581; activation, % at 7.58 µM;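 active means mean E-selectin-positive cell signal at least 10% of the positive control, reached in at least 60% of replicates, without over 20% cell loss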;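 further: in these data hits start at about 27%; measured in HUVEC primary endothelial cells; signal is the percent of cells scored E-selectin positive by PE staining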
Target sequence (P16581 whole entry, looked up): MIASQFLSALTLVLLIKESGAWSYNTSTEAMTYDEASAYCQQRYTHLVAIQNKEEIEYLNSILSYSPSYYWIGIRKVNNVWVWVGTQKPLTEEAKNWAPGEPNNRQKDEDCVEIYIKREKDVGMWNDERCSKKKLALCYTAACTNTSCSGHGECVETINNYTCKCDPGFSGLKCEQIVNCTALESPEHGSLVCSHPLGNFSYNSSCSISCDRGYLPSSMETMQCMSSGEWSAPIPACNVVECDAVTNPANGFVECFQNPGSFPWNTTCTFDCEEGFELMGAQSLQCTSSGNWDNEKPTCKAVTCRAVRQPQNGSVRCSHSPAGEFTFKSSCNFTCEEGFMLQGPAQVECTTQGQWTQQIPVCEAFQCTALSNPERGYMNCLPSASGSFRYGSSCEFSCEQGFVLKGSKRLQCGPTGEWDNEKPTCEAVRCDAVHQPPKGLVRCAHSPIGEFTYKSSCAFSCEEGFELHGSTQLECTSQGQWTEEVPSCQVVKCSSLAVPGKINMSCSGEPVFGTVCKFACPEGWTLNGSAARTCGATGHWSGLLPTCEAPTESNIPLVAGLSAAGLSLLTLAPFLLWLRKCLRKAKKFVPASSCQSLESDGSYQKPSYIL
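Test system: HUVEC | Signal: Immunofluorescence imaging | Read-out: Percent E-selectin-positive cells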
* marks the source's active call; other numbers are inactive results; x = not tested or not shown; [ ] = remark or other dose.

SMILES	miR-122 sensor	PGC1a acetyl inh	ERAP1 HTS inh	RAD54 inh	Cneo AK release	PglD inh	RAD52 inh	E-sel inducer
C[C@H](CO)N1C[C@H](C)[C@H](CN(C)Cc2ccc(Cl)c(Cl)c2)OCCCC[C@H](C)Oc2ccc(NC(=O)NC3CCCCC3)cc2C1=O	-13[16.7 µM]	x	0	5	-2	0	-20	-0.2
Cc1c(NC(=O)C2(c3ccccc3)CCCC2)c(=O)n(-c2ccccc2)n1C	-6	-7	x	-13	-2	2	x	x
CN(Cc1ccccc1)C(=O)c1ccccc1C(=O)OCC(=O)N(Cc1ccccc1)C(C)(C)C	3	-6	1	3	0	0	-29	-0.7
COc1ccc(S(=O)(=O)Nc2ccc3c(c2)CC(=O)N([C@H](C)CO)C[C@@H](C)[C@@H](CN(C)S(=O)(=O)c2ccc(OC)cc2)O3)cc1	8[16.7 µM]	-11	2	-2	-4	-1	-11	-0.4
COc1ccc(/C=C(\NC(=O)c2ccc([N+](=O)[O-])cc2)C(=O)NCCN2CCOCC2)cc1	1	x	0	8	1	-3	-5	x
COc1ccc(C)cc1N(C(=O)COc1ccccc1)c1nc2ccccc2s1	8	-18	x	8	48	-6	x	-0.1
Cc1c(NC(=O)Nc2ccc3c(c2)OCO3)c(=O)n(-c2ccccc2)n1C	1	-6	x	-6	-7	1	x	x
CCc1nc2ccc(C(=O)NCCNC(C)=O)cn2c1N(C)Cc1ccc(OC)cc1	-4	2	0	6	1	-6	3	0.0
COc1ccccc1C(=O)c1cc2ccc(O)cc2oc1=O	x	x	5	-20	2	-3	-5	4.7
CCN1CCC(NC(=O)Nc2cc(Cl)ccc2OC)CC1	-3	1	-7	x	x	x	-12	-0.1
COc1ccc(C#Cc2ccc([C@@H]3[C@@H](CO)N4CCCCN(C(=O)Nc5ccccc5F)C[C@@H]34)cc2)cc1	0[16.7 µM]	-10	-2	2	-9	1	-18	-0.2
O=S(=O)(CCc1nc2ccccc2s1)c1ccc(Cl)cc1	-11	4	x	0	-2	-4	x	x
N#C[C@@H]1[C@H](c2ccccc2-c2cccc(F)c2)[C@@H](CO)N1C(=O)C1CC1	x	-14	-2	x	x	x	2	0.0
O=C(CN(Cc1ccccc1F)C(=O)Cn1nnc(-c2cccs2)n1)NC1CCCCC1	-1	-4	x	-21	-1	2	x	x
CCC1CCCCN1CCCNC(=O)c1csc2c1CCCCC2 (stereo not given)	8	-7	-2	3	0	-2	-15	x
C[C@@H]1CN([C@@H](C)CO)C(=O)c2cc(C#Cc3ccccc3)cnc2O[C@@H]1CN(C)CC1CCOCC1	-5[16.7 µM]	6	0	1	3	-2	27	1.3
Cc1nc(C(F)(F)F)ccc1C(=O)N1CCCCCC1(C)C(=O)NCC(C)C (stereo not given)	-3	-5	-2	-8	0	3	10	0.1
CCN(CC)CCN(C(=O)c1cc2ccccc2cc1OC)c1nc2ccc(OC)cc2s1	-4	3	-2	12	2	2	46	0.2
CCOC(=O)c1sc(NC(=O)CSc2nccn2C)nc1C	-11	0	-7	6	-1	2	-13	0.6
C/C=C(/C)C(=O)OC1c2c(ccc3ccc(=O)oc23)OC(C)(C)C1OC(C)=O (stereo not given)	-1	-3	x	2	-1	-1	x	x
COC(=O)c1ccc(NC(=S)NCCc2ccc(OC)cc2)cc1	x	9	-2	5	2	3	-19	-1.3
O=C(COC(=O)/C=C/c1ccc([N+](=O)[O-])cc1)Nc1ccc2[nH]c(=O)[nH]c2c1	-2	0	-5	5	-1	2	-8	0.0
COc1ccccc1NC(=O)N1CCCCN2[C@H](CO)[C@H](c3ccc(-c4ccc(C)cc4)cc3)[C@@H]2C1	-8[16.7 µM]	4	12	3	-2	1	-10	-0.3
C[C@@H]1CN([C@H](C)CO)C(=O)c2cc(NC(=O)c3ccccc3)ccc2O[C@@H](C)CCCCO[C@@H]1CN(C)C(=O)c1ccccc1	3[16.7 µM]	3	x	5	x	3	x	x
CN(C)C(=O)c1cccc(-c2ccccc2[C@H]2[C@@H](CO)N(C(=O)C3CC3)[C@H]2C#N)c1	x	-3	-2	x	x	x	1	0.0

Laid out differently: results already given
smiles: C[C@H](CO)N1C[C@H](C)[C@H](CN(C)Cc2ccc(Cl)c(Cl)c2)OCCCC[C@H](C)Oc2ccc(NC(=O)NC3CCCCC3)cc2C1=O
  miR-122 sensor: -13[16.7 µM]
  PGC1a acetyl inh: x
  ERAP1 HTS inh: 0
  RAD54 inh: 5
  Cneo AK release: -2
  PglD inh: 0
  RAD52 inh: -20
  E-sel inducer: -0.2
smiles: Cc1c(NC(=O)C2(c3ccccc3)CCCC2)c(=O)n(-c2ccccc2)n1C
  miR-122 sensor: -6
  PGC1a acetyl inh: -7
  ERAP1 HTS inh: x
  RAD54 inh: -13
  Cneo AK release: -2
  PglD inh: 2
  RAD52 inh: x
  E-sel inducer: x

Carrying on.
SMILES	miR-122 sensor	PGC1a acetyl inh	ERAP1 HTS inh	RAD54 inh	Cneo AK release	PglD inh	RAD52 inh	E-sel inducer
COc1ccccc1NC(=S)NCc1ccccc1Cl	28	x	-6	-17	6	4	-15	x
O=C(c1ccccc1F)N1CC2(C1)[C@H](c1ccccc1)[C@@H](CO)N2CC1CCOCC1	x	8	-1	x	x	x	-7	0.0
O=c1cc2c(n[nH]1)-c1ccccc1CC2	4	0	0	-3	2	-3	-2	0.2
O=C(Nc1ccccc1)c1cccc(C(=O)Nc2ccccc2)n1	-4	x	-6	3	0	2	-28	-1.1
O=C(Nc1cc(F)ccc1F)N1CC(=O)N2[C@H](CO)[C@@H](c3ccc(C#CC4CCCC4)cc3)[C@H]2C1	x	3	0	x	x	x	-9	-0.5
O=C(c1cccnc1)N1CCCCN2[C@H](CO)[C@@H](c3ccc(C#Cc4cccnc4)cc3)[C@H]2C1	-3[16.7 µM]	10	x	2	0	-3	x	0.0
C[N+]1(CC2COC3(CCCCC3)O2)CCCC1 (stereo not given)	-1	x	81*	9	7	2	-10	1.5
CCOC(=O)c1c(-c2cc(OC)c(OC)c(OC)c2)csc1NC(=O)c1ccccc1	-1	-14	0	4	1	3	-10	-0.2
Cc1ccc(CNC(=O)[C@H]2O[C@@H](n3cnc4c(N)ncnc43)[C@H](O)[C@@H]2O)o1	-2	-8	1	-13	-2	5	-3	0.7
COc1ccc(S(=O)(=O)Nc2cccc(-c3ccc(N4CCCCCC4)nn3)c2)c(OC)c1	48	-10	2	0	-1	-6	-7	x
COc1ccc(C(=O)C2CCCN(C(=O)Cc3c(C)noc3C)C2)cc1OC (stereo not given)	x	11	-3	x	x	x	-1	-0.3
Cc1cc(C)n2nc(C(=O)Nc3ccc4c(c3)OCO4)cc2n1	-1	-4	x	2	-1	-5	x	x
Cc1ccc(S(=O)(=O)N[C@H]2C=C[C@H](CC(=O)NCc3ccccc3F)O[C@H]2CO)cc1	-14[16.7 µM]	-3	-2	-3	-6	1	4	-1.2
COCC(=O)N1CCC2(CC1)CN(Cc1cccc(OC)c1)[C@@H](CO)c1[nH]c3cc(OC)ccc3c12	x	8	-8	x	x	x	-51	0.6
CC(=O)Nc1ccc(-c2ccc(NC(C)=O)c(O)c2)cc1O	27	-5	4	1	0	2	-8	3.3
O=C(NCc1ccccc1)c1cc(C2COCCN2C(=O)C2CC2)on1 (stereo not given)	-6	-10	0	4	-3	3	-17	0.0
CN1CCSc2ccc(C(=O)NCc3ccccc3)cc21	x	x	5	17	-2	3	-9	0.3
COc1cc(C2(c3ccc(O)c(OC)c3)C(=O)Nc3c(Br)cc(Br)cc32)ccc1O	10	x	6	-2	-1	4	-3	0.2
O=C(Cc1ccccc1)NCC(=O)N/N=C/c1cccs1	1	x	0	12	5	0	-3	0.1
COc1ccc(C(=O)c2ccc(OC)cc2OC)cc1	37	-6	5	-2	0	2	-3	-0.4
O=C(COC(=O)c1cccnc1Cl)Nc1ccc(N2CCCCC2)cc1	-8	30	1	-5	-2	-6	-7	x
COc1ccccc1NC(=O)Nc1ccc2c(c1)C(=O)N(C)C[C@@H](OC)[C@H](C)CN(C)[C@@H](C)CO2	x	0	x	-17	42	1	-14	0.4
Cc1ccc(C2CC(c3cccs3)n3nc(N)nc3N2)cc1 (stereo not given)	-5	1	x	-3	-2	-3	x	x
CCCc1ccc(C(=O)O/N=C(\N)c2ccccn2)cc1	-2	-1	0	1	-12	-10	2	0.2
Cc1cc(C)n(CC(=O)Nc2cccc(C(F)(F)F)c2)n1	-2	x	0	-8	-2	-5	-5	1.9
Cc1ccc(N2CCN(C(=O)N3CCCC3)CC2)cc1Cl	-2	-34	x	-3	4	x	x	x
Oc1ccccc1-c1cc(C(F)(F)C(F)F)nc(-c2ccccc2)n1	x	5	x	-1	0	-3	x	x
C/C=C/C=[N+](\[O-])C(C)/C(=N/O)c1ccc(F)cc1 (stereo not given)	14	x	x	4	0	2	x	x
O=C(CC[C@H]1O[C@@H](n2ccc(=O)[nH]c2=O)[C@H](O)[C@@H]1O)N[C@@H](Cc1ccccc1)C(=O)NCc1ccccc1	5	3	5	-11	1	-3	-1	1.3
O=C(O)c1ccc(Cl)c(S(=O)(=O)N2CCC(Cc3ccccc3)CC2)c1	x	x	2	7	-2	-3	-10	0.0

13 structures from above, arranged by formula weight, smallest number first:
SMILES	miR-122 sensor	PGC1a acetyl inh	ERAP1 HTS inh	RAD54 inh	Cneo AK release	PglD inh	RAD52 inh	E-sel inducer
O=c1cc2c(n[nH]1)-c1ccccc1CC2	4	0	0	-3	2	-3	-2	0.2
C[N+]1(CC2COC3(CCCCC3)O2)CCCC1 (stereo not given)	-1	x	81*	9	7	2	-10	1.5
CCCc1ccc(C(=O)O/N=C(\N)c2ccccn2)cc1	-2	-1	0	1	-12	-10	2	0.2
Cc1cc(C)n(CC(=O)Nc2cccc(C(F)(F)F)c2)n1	-2	x	0	-8	-2	-5	-5	1.9
CN1CCSc2ccc(C(=O)NCc3ccccc3)cc21	x	x	5	17	-2	3	-9	0.3
COc1ccccc1NC(=S)NCc1ccccc1Cl	28	x	-6	-17	6	4	-15	x
Oc1ccccc1-c1cc(C(F)(F)C(F)F)nc(-c2ccccc2)n1	x	5	x	-1	0	-3	x	x
O=C(NCc1ccccc1)c1cc(C2COCCN2C(=O)C2CC2)on1 (stereo not given)	-6	-10	0	4	-3	3	-17	0.0
COc1ccc(C(=O)C2CCCN(C(=O)Cc3c(C)noc3C)C2)cc1OC (stereo not given)	x	11	-3	x	x	x	-1	-0.3
O=C(O)c1ccc(Cl)c(S(=O)(=O)N2CCC(Cc3ccccc3)CC2)c1	x	x	2	7	-2	-3	-10	0.0
Cc1ccc(S(=O)(=O)N[C@H]2C=C[C@H](CC(=O)NCc3ccccc3F)O[C@H]2CO)cc1	-14[16.7 µM]	-3	-2	-3	-6	1	4	-1.2
O=C(Nc1cc(F)ccc1F)N1CC(=O)N2[C@H](CO)[C@@H](c3ccc(C#CC4CCCC4)cc3)[C@H]2C1	x	3	0	x	x	x	-9	-0.5
COCC(=O)N1CCC2(CC1)CN(Cc1cccc(OC)c1)[C@@H](CO)c1[nH]c3cc(OC)ccc3c12	x	8	-8	x	x	x	-51	0.6

Assay outcomes as filed in PubChem.

Outcome played no part in choosing rows; 1.4% or so of the library scored in one or more.
